Bioassay records: PubChem, several laboratories
S1P4 antag = blocks the human S1P4 receptor; actives 0.26% (n = 220,000); S1P4-expressing cells, antagonist mode, reporter read-out; O95977; inhibition, % at 4.98 µM; in the data active means inhibition above about 29%;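 further: 0% = wells stimulated with agonist and 100% = vehicle wells without agonist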
Target sequence (O95977 whole entry, looked up): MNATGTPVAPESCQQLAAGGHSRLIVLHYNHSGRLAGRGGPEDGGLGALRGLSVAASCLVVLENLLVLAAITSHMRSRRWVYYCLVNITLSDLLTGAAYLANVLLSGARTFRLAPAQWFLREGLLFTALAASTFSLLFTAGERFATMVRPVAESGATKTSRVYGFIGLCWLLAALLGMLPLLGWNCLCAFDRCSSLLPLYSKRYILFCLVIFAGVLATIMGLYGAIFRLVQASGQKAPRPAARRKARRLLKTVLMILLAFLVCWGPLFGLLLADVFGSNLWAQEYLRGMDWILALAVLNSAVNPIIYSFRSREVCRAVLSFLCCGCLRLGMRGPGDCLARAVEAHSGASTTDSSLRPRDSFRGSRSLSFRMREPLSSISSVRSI
CHOP inhibitor = blocks CHOP induction under ER stress; CHO-K1 CHOP-promoter luciferase, tunicamycin-induced, 15-18 h; inhibition, % at 10 µM; actives 3.8% (n = 220,000);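 active means compounds that reduced the stress-induced luciferase reporter signal by more than about 70% of percent inhibition, limit read from the data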;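 further: 0% = tunicamycin plus vehicle and 100% = wells without tunicamycin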
NPY-Y2 PAM-ag = potentiators or agonists of human neuropeptide Y receptor Y2 | P49146 | cells expressing NPY-Y2, potentiator/agonist read-out | activation, % at 3.6 µM | actives 0.45% (n = 220,000); in the data active means activation above about 27%;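 further: cells stimulated with NPY near EC25 plus isoproterenol at EC100; 0% = vehicle plus submaximal agonist and 100% = vehicle plus saturating agonist; some results beyond the cut were filed as inactive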
Target sequence (P49146 whole entry, looked up): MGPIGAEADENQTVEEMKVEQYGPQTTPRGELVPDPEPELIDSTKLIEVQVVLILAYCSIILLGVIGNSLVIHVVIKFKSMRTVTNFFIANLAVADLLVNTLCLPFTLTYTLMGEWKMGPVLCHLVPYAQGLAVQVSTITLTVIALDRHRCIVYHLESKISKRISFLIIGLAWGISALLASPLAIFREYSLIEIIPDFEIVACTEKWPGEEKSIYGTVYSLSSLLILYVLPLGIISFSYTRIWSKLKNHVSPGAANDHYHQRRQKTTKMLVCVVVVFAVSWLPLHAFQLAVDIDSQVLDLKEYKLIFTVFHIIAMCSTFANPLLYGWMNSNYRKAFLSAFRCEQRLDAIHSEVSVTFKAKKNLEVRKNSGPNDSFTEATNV
S1P4 ag = human S1P4 receptor agonism; O95977; S1P4-expressing cell line, agonist reporter assay; activation, % at 4.98 µM; actives 0.35% (n = 220,000); in the data active means activation above about 11%;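 further: 0% = DMSO vehicle and 100% = reference agonist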
p47phox inh = blocks human p47phox regulatory protein of NADPH oxidases. P14598. p47phox/p22phox peptide binding, fluorescence polarization, 2 h. inhibition, % at 24.7 µM. actives 0.53% (n = 220,000). AID 1274;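 active means inhibition above about 30%, limit read from the data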;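 further: 0% = p47phox with labelled peptide and 100% = labelled peptide alone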
BaF3 tox = reduces parental Ba/F3 cell viability, JAK2V617F counter-screen; CellTiter-Glo ATP luminescence; inhibition, % at 5.6 µM; actives 1.1% (n = 220,000);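 active means inhibition above a per-campaign cutoff, the mean inhibition of all tested compounds plus 3 SD, cut at about 27% in these data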;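 further: 0% = DMSO wells and 100% = JAK Inhibitor I control wells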
Ba/F3 V617F tox = reduce viability of Ba/F3 cells dependent on JAK2V617F. Ba/F3 EpoR-JAK2V617F viability, ATP luminescence. inhibition, % at 5.6 µM. actives 1.1% (n = 220,000). AID 1446;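 active means inhibition above the campaign mean plus 3 SD over all tested compounds, cut at about 24% in these data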;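 further: cytokine-independent growth of Ba/F3 cells driven by EpoR plus mutant JAK2; 0% = DMSO-treated cells and 100% = JAK inhibitor I control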
NPY-Y1 PAM-ag = potentiators or agonists of human neuropeptide Y receptor Y1; actives 0.37% (n = 220,000); activation, % at 3.6 µM; NPY-Y1 expressing cells, potentiator/agonist activation; P25929; in the data active means activation above about 33%, passing the limit was not always enough;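 further: cells stimulated with NPY at EC10 then isoproterenol at EC100; 0% = low agonist plus stimulus and 100% = saturating agonist plus stimulus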
NPY Y1 blocker = NPY-Y1 (human) receptor antagonism; actives 1% (n = 200,000); inhibition, % at 3.6 µM; AID 1040; HEK293-CNG Y1 cells, membrane potential fluorescence; NPY at EC95, then isoproterenol;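 active means inhibition above the campaign mean inhibition of all tested compounds plus 3 SD, cut at about 20% in these data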;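 further: 0% = DMSO wells given NPY plus isoproterenol and 100% = isoproterenol alone without NPY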
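material = HEK293 cells with Y1 receptor plus CNG channel | also added = NPY 25 nM then isoproterenol 1 µM plus Ro 20-1724 25 µM | schedule = dye 3 h, compound 60 min room temperature, stimulation 45 min | measured by = membrane potential fluorescence | benchmarks = high control isoproterenol alone, low control NPY with isoproterenol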
An asterisk follows results filed as active; / = not tested or not shown.

Field names: A = S1P4 antag; B = CHOP inhibitor; C = NPY-Y2 PAM-ag; D = S1P4 ag; E = p47phox inh; F = BaF3 tox; G = Ba/F3 V617F tox; H = NPY-Y1 PAM-ag; I = NPY Y1 blocker
[1] CC1CCCN(c2ccc(C(=O)NCCc3ccccc3)cn2)C1 (stereo not given)
  A = 13; B = 33; C = 8; D = 1.4; E = -6; F = 9; G = 2; H = -9; I = 11

[2] CCN1C(=O)C(CC(=O)Nc2ccc(C)cc2C)Nc2cc(S(=O)(=O)N(C)C)ccc21 (stereo not given)
  A = -20; B = -21; C = 0; D = 0.9; E = -6; F = 5; G = 2; H = -4; I = -3

[3] N#C/C(=C(/O)C(Cl)c1ccccc1)c1nc2ccccc2s1 (stereo not given)
  A = 28; B = 1; C = 18; D = -3.1; E = -15; F = 0; G = -3; H = 26; I = -5

[4] O=C(OCC(=O)N1CCOCC1)c1ccc(N2CCOCC2)c([N+](=O)[O-])c1
  A = -14; B = 2; C = -8; D = 0.0; E = -5; F = 10; G = 1; H = -10; I = 3

[5] CCOC(=O)c1[nH]c2ccc(OC)cc2c1NS(=O)(=O)c1ccc(Cl)s1
  A = -6; B = 6; C = -19; D = 2.2; E = -7; F = 2; G = -5; H = -66; I = 9

[6] Cc1ccc(S(=O)(=O)N(C)C)cc1NC(=O)COC(=O)Cc1ccc(Br)cc1
  A = -7; B = 15; C = 15; D = 0.5; E = 2; F = 5; G = 1; H = -11; I = 3

[7] COC(=O)c1ccc(N2C(=O)CC(N3CCN(C(=O)c4ccco4)CC3)C2=O)cc1 (stereo not given)
  A = -2; B = 9; C = 2; D = -0.8; E = -5; F = 7; G = -1; H = 5; I = 1

[8] O=C(Nc1ccc2snnc2c1)Nc1cccc2ccccc12
  A = -8; B = 56; C = -2; D = -0.9; E = -9; F = 5; G = 1; H = 0; I = 1

[9] Cn1c(=O)c2c(nc(NCc3ccccc3)n2Cc2ccc(F)cc2)n(C)c1=O
  A = -14; B = 51; C = -2; D = 0.0; E = -7; F = 6; G = 3; H = -10; I = 12

[10] COC(=O)C1C(O)=C(C=Nc2ccc(N)cc2)C(=O)CC1(C)C (stereo not given)
  A = -7; B = 31; C = -3; D = -2.9; E = -5; F = 4; G = -2; H = -16; I = 4

[11] CN1CCN(c2cc(-c3ccccc3)nc3cc(-c4ccc(F)cc4)nn23)CC1
  A = 6; B = 58; C = -11; D = 0.5; E = -18; F = 5; G = 3; H = -4; I = -2

[12] CC(C)(C)n1nnnc1C(c1cccs1)N(Cc1cccnc1)CC1CCCO1 (stereo not given)
  A = -20; B = 5; C = -10; D = -1.1; E = -10; F = 1; G = -2; H = 7; I = 11

[13] CC1CCCC/C1=N\NS(=O)(=O)c1ccc(Br)cc1 (stereo not given)
  A = 0; B = -7; C = -14; D = 0.1; E = 5; F = 7; G = 1; H = 9; I = 4

[14] S=c1[nH]nc(Cc2noc3ccccc23)n1-c1ccc(Cl)cc1
  A = -5; B = 16; C = -1; D = 4.8; E = -3; F = 3; G = 4; H = 9; I = -3

[15] OC(CNCCc1ccc(Cl)cc1)COc1ccc2ccccc2c1 (stereo not given)
  A = -15; B = 100*; C = -30; D = 1.6; E = 1; F = 0; G = 3; H = -39; I = 19

Quoted from the entries so far for reference:
Field names: A = S1P4 antag; B = CHOP inhibitor; C = NPY-Y2 PAM-ag; D = S1P4 ag; E = p47phox inh; F = BaF3 tox; G = Ba/F3 V617F tox; H = NPY-Y1 PAM-ag; I = NPY Y1 blocker
[1] CC1CCCN(c2ccc(C(=O)NCCc3ccccc3)cn2)C1 (stereo not given)
  A = 13; B = 33; C = 8; D = 1.4; E = -6; F = 9; G = 2; H = -9; I = 11

[2] CCN1C(=O)C(CC(=O)Nc2ccc(C)cc2C)Nc2cc(S(=O)(=O)N(C)C)ccc21 (stereo not given)
  A = -20; B = -21; C = 0; D = 0.9; E = -6; F = 5; G = 2; H = -4; I = -3

The listing picks up with the 2 entries that preceded the break.
Field names: A = S1P4 antag; B = CHOP inhibitor; C = NPY-Y2 PAM-ag; D = S1P4 ag; E = p47phox inh; F = BaF3 tox; G = Ba/F3 V617F tox; H = NPY-Y1 PAM-ag; I = NPY Y1 blocker
[14] S=c1[nH]nc(Cc2noc3ccccc23)n1-c1ccc(Cl)cc1
  A = -5; B = 16; C = -1; D = 4.8; E = -3; F = 3; G = 4; H = 9; I = -3

[15] OC(CNCCc1ccc(Cl)cc1)COc1ccc2ccccc2c1 (stereo not given)
  A = -15; B = 100*; C = -30; D = 1.6; E = 1; F = 0; G = 3; H = -39; I = 19

[16] CS(=O)Cc1cc(Sc2ccccc2)nc(-c2cccnc2)n1 (stereo not given)
  A = 1; B = 1; C = 13; D = 0.7; E = -5; F = 3; G = 0; H = 18; I = -3

[17] COc1cc([N+](=O)[O-])ccc1NC(=O)CSc1n[nH]c(C(C)C)n1
  A = -12; B = 15; C = 0; D = 1.2; E = -3; F = 5; G = 2; H = -25; I = -3

[18] O=C1CN(C(=O)/C=C/c2ccco2)c2ccccc2N1
  A = 6; B = 5; C = 8; D = -0.5; E = -10; F = 0; G = -3; H = -15; I = -2

[19] CN(C)C(=O)CSc1nnc(-c2cc(-c3cccs3)nc3ccccc23)o1
  A = -7; B = -13; C = -4; D = 2.0; E = -5; F = -1; G = -4; H = 3; I = -1

[20] Cc1ccc(NC(=O)CN2CCN(CCN=CC3=C(O)CC(c4ccc(C)cc4)CC3=O)CC2)cc1 (stereo not given)
  A = 8; B = 9; C = -25; D = 0.8; E = -5; F = 9; G = -1; H = 7; I = -1

[21] COc1ccc(N2CCN(C(=O)C(OC(C)=O)c3ccccc3)CC2)cc1 (stereo not given)
  A = -7; B = 32; C = -1; D = -1.1; E = 2; F = 1; G = -4; H = -11; I = -5

[22] CCCc1nc(N2CCOCC2)c(C#N)c2c1CCCC2
  A = 7; B = 54; C = -13; D = -0.4; E = -5; F = 2; G = -1; H = -12; I = 6

[23] CCOC(=O)N1CCN(C(=O)c2nn(-c3cc(OC)cc(OC)c3)c(=O)c3ccccc23)CC1
  A = -10; B = -5; C = 13; D = -0.6; E = -7; F = 7; G = 2; H = 7; I = -2

[24] CN(C)C(=O)N1CCC(C(=O)NC2CCCCCCC2)CC1
  A = -2; B = -25; C = 15; D = -0.6; E = -7; F = 0; G = -2; H = -3; I = 3

[25] CCN(C(=O)CSc1ncccc1C(=O)O)C1CCCCC1
  A = 1; B = 28; C = 11; D = 0.8; E = 0; F = 2; G = 1; H = -9; I = 0

[26] COc1ccc(N(CC(=O)N/N=C/c2cccs2)S(=O)(=O)c2ccc(OC)c(OC)c2)cc1
  A = 6; B = -6; C = 4; D = -2.5; E = -30; F = 1; G = -6; H = 3; I = 5

[27] COc1ccc(-c2noc(CCC(=O)Nc3cc(Cl)c(OC)cc3OC)n2)cc1
  A = 5; B = 10; C = -16; D = -2.6; E = -19; F = 8; G = 4; H = 6; I = 0

[28] Cc1ccc(C(=O)NN2C(=O)CSC2=S)cc1
  A = -27; B = -22; C = -8; D = 1.1; E = -19; F = 6; G = 2; H = -14; I = 5

[29] CCN(CC)c1cc(C)c(C#N)c2nc3ccccc3n12
  A = 4; B = 10; C = -10; D = -0.1; E = -19; F = 1; G = 0; H = -7; I = /

[30] OCC1(Cc2ccccc2)CCCN(Cc2c[nH]c3ccccc23)C1 (stereo not given)
  A = 13; B = -14; C = -14; D = 1.1; E = 3; F = 6; G = 5; H = 3; I = -1

Filtered by structure, those above with fluorine
Field names: A = S1P4 antag; B = CHOP inhibitor; C = NPY-Y2 PAM-ag; D = S1P4 ag; E = p47phox inh; F = BaF3 tox; G = Ba/F3 V617F tox; H = NPY-Y1 PAM-ag; I = NPY Y1 blocker
[9] Cn1c(=O)c2c(nc(NCc3ccccc3)n2Cc2ccc(F)cc2)n(C)c1=O
  A = -14; B = 51; C = -2; D = 0.0; E = -7; F = 6; G = 3; H = -10; I = 12

[11] CN1CCN(c2cc(-c3ccccc3)nc3cc(-c4ccc(F)cc4)nn23)CC1
  A = 6; B = 58; C = -11; D = 0.5; E = -18; F = 5; G = 3; H = -4; I = -2

Further records.
Field names: A = S1P4 antag; B = CHOP inhibitor; C = NPY-Y2 PAM-ag; D = S1P4 ag; E = p47phox inh; F = BaF3 tox; G = Ba/F3 V617F tox; H = NPY-Y1 PAM-ag; I = NPY Y1 blocker
[31] CC(=O)Nc1ccc(S(=O)(=O)N2C3CCCC2CC(NC(=O)C2CCCCC2)C3)cc1 (stereo not given)
  A = -7; B = -5; C = 4; D = 4.4; E = -17; F = -3; G = -1; H = 14; I = 2

[32] Cc1ccc(C(C)C)c(OCCNC(=S)Nc2cccc3ccccc23)c1
  A = -11; B = 76*; C = -10; D = -2.0; E = -3; F = 3; G = 2; H = 11; I = 4

[33] Cc1ccc(OCC(=O)N/N=C\c2cn(Cc3ccccc3)c3ccccc23)cc1C
  A = 1; B = 64; C = -7; D = 0.0; E = -1; F = 2; G = -4; H = -10; I = 6

[34] O=C(COC(=O)c1cccc(C(=O)OCC(=O)NCc2ccc(F)cc2)n1)NCc1ccc(F)cc1
  A = -22; B = 2; C = 0; D = 1.3; E = -2; F = 10; G = 3; H = -1; I = -1

[35] COc1cccc(OCCNc2cc(N3CCCCC3)ccc2[N+](=O)[O-])c1
  A = -9; B = 46; C = -3; D = 1.6; E = -11; F = 1; G = -3; H = -36; I = 6

[36] C1=Nc2c(Nc3ccccc3)ncnc2Oc2ccccc21
  A = -10; B = 17; C = 0; D = -1.1; E = -15; F = 6; G = -4; H = 32; I = 2

[37] O=C(Nc1c(Cl)cccc1Cl)C1CCC1
  A = -18; B = 7; C = -4; D = 2.7; E = -13; F = 3; G = 2; H = -13; I = 3

[38] O=C(CCCN1C(=O)/C(=C/c2cccs2)SC1=S)NNC(=O)c1ccccc1O
  A = -12; B = 62; C = -3; D = 0.7; E = -15; F = -2; G = -4; H = -10; I = 0

[39] CCOC(=O)c1sc(=NC(=O)c2cccs2)n(C)c1C
  A = -5; B = 25; C = 4; D = -0.3; E = -7; F = 6; G = 1; H = -3; I = -2

[40] COc1cc(CN2CCNC(=O)C2CC(=O)NCc2csc(C(C)C)n2)cc(OC)c1 (stereo not given)
  A = -5; B = 18; C = -11; D = 1.3; E = 12; F = 8; G = 1; H = -1; I = 5

[41] CC(N=C1NS(=O)(=O)c2ccccc21)C(=O)NCCCc1ccccc1 (stereo not given)
  A = 6; B = 11; C = -13; D = 0.1; E = 7; F = 2; G = -4; H = -15; I = 2

[42] O=C(CSc1nnc2c3cc(F)ccc3nc(-c3ccccc3)n12)N1CCOCC1
  A = -15; B = /; C = 9; D = -1.5; E = /; F = 4; G = 3; H = -2; I = -3

[43] O=C(O)c1ccccc1C(=O)NCC(O)c1ccccc1 (stereo not given)
  A = -4; B = 4; C = 16; D = 0.3; E = -5; F = -4; G = -5; H = 3; I = /

[44] Nc1nc(NC(=O)CCCC(=O)O)nn1-c1ccccc1
  A = 0; B = 1; C = 3; D = -1.0; E = -9; F = 1; G = -1; H = 13; I = -1

[45] O=S1(=O)CCN(Cc2ccc(Cl)c(C(F)(F)F)c2)CC1
  A = -11; B = 40; C = -1; D = -2.8; E = -3; F = 0; G = -1; H = 9; I = 2

[46] CCC1SC2=NC(C)=C(C(=O)OC)C(c3ccc(C(=O)OC)cc3)N2C1=O (stereo not given)
  A = -13; B = 2; C = 5; D = -2.8; E = 3; F = 3; G = -6; H = 0; I = 4

[47] C=CCNC(=O)COc1ccc(N(C)S(=O)(=O)c2ccc(NC(C)=O)cc2)cc1
  A = 7; B = 40; C = 6; D = -0.8; E = 1; F = -1; G = -3; H = 4; I = 1

[48] CC(OC(=O)Nc1cccc(Cl)c1)C(=O)O (stereo not given)
  A = -6; B = 4; C = 1; D = -0.9; E = -19; F = -14; G = -1; H = 2; I = /

Random draw from the library; any-hit rate near 7.1%.
